SENP7 inh = blocks the human protease SENP7. recombinant SENP7, Z-RLRGG-aminoluciferin luminescence, 40 min. AID 434973. Q9BQF6. inhibition, % at 5 µM. actives 1.5% (n = 330,000);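 active means inhibition above about 50% at the single test dose, limit read from the data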;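 further: plate controls were DMSO with enzyme for no effect and no enzyme buffer wells for full effect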
Target sequence (Q9BQF6 706-1050 limits assumed): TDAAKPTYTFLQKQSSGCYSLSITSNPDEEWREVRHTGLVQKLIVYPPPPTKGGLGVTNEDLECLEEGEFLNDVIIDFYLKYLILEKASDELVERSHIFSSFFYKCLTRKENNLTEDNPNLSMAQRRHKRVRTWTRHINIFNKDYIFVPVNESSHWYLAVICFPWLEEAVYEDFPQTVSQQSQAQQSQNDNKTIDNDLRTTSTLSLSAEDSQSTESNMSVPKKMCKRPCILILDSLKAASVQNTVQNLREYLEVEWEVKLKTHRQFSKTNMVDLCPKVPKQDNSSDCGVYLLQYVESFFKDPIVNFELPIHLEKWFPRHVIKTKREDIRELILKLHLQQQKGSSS
SENP8 block-1 = inhibitors of human SENP8 protease; purified SENP8, Z-RLRGG-aminoluciferin cleavage, luminescence; inhibition, % at 10 µM; actives 1.2% (n = 330,000); AID 2540; in the data active means inhibition above about 50%
Target sequence (Q96LD8 whole entry, looked up): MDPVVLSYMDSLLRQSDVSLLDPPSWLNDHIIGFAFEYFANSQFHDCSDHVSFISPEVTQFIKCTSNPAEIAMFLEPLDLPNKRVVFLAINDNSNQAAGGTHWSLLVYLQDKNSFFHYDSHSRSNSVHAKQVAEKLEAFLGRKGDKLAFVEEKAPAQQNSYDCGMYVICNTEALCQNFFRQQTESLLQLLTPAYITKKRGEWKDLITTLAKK
Apaf1 inhib = inhibitors of human Apaf-1 apoptosome | O14727 | reconstituted apoptosome caspase-3 activity, DEVD-Rh110 fluorescence | inhibition, % at 20 µM | actives 0.71% (n = 330,000) | AID 489030; active means inhibition of at least 40% at 20 µM;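 further: plate controls were DMSO wells for no effect and DEVD-CHO caspase inhibitor wells for full effect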
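System: Apoptosome proteins | Medium: Hepes pH 7.5 with detergent and BSA | Also added: Cytochrome c trigger plus (Z-DEVD)2-Rh110 caspase-3 substrate | Incubation: 30 min compound preincubation, 50 min activation, room temperature | Detection: Rhodamine 110 fluorescence at Ex 480/Em 540 nm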
SENP8 block-2 = blocks human SENP8 cleavage of Nedd8 substrate. actives 0.64% (n = 360,000). AID 602440. recombinant SENP8, Nedd8 substrate fluorescence. Q96LD8. inhibition, % at 20 µM; in the data active means inhibition mostly above about 40%, no sharp cut-off; inactive means mostly below about 27%
SENP1 FRET inh = blocks the human SENP1 SUMO protease catalytic domain; inhibition, % at 10 µM; actives 0.21% (n = 360,000); recombinant SENP1 catalytic domain, CyPet-SUMO1-YPet FRET cleavage; AID 624204; Q9P0U3;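 active means inhibition at least 30% at 10 µM, raw YFP signal under a set limit, fluorescence ratio 0.5 to 1.5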;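 further: 0% = enzyme with DMSO and 100% = no enzyme wells; some results filed as inactive read as strong as hits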
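Controls: no-enzyme wells low, DMSO-plus-enzyme wells high control. Test system: human recombinant His6-tagged SENP1 catalytic domain enzyme. Reagent: SFCypet-SUMO1-SFYpet FRET protein substrate, 25 nM final. Doses: one dose per compound, 10 µM, 0.5% DMSO. Detection: FRET, CFP and YFP emission. Timing: 50 min reaction at room temperature.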
A3G deaminase = inhibitors of human APOBEC3G DNA deaminase; recombinant A3G, ssDNA deamination FAM/TAMRA fluorescence; inhibition, % at 20 µM; actives 0.28% (n = 330,000); AID 493012;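 active means inhibition of at least 40% at 20 µM, with no more than 30% in the related APOBEC3A deaminase screen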;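 further: plate controls were DMSO wells with A3G for no effect and wells lacking A3G enzyme for full effect; some compounds called inactive have numbers as strong as hits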
Target sequence (Q9HC16 whole entry, looked up): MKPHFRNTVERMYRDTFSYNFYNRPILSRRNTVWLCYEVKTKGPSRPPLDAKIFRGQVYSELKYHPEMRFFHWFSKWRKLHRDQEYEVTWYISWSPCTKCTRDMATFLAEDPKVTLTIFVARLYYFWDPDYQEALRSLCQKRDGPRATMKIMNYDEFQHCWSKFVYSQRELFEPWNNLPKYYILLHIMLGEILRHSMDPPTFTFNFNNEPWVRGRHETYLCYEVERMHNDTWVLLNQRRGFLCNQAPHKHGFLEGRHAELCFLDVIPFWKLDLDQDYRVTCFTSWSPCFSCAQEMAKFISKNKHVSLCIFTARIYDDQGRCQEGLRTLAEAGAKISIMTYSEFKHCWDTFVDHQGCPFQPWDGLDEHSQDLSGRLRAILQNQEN
UBC13 inh = blocks human UBC13 polyubiquitin chain formation; TR-FRET; AID 485273; P61088; actives 0.47% (n = 330,000); inhibition, % at 20 µM; in the data active means inhibition above about 45%, passing the limit was not always enough
Target sequence (P61088 whole entry, looked up): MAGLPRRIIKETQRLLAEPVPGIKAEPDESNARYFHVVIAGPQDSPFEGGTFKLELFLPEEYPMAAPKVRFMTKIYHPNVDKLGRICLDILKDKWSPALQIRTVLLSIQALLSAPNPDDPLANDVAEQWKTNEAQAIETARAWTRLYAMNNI
SENP6 inh = blocks the human protease SENP6; Recombinant SENP6 catalytic domain, aminoluciferin luminescence; inhibition, % at 10 µM; actives 1.8% (n = 330,000);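 active means inhibition above about 50% at the single tested dose, limit read from the data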;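 further: plate controls were DMSO wells with enzyme for no effect and DMSO wells lacking enzyme for full effect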
Active calls of the source: *; / = not tested or not shown. Compounds were not picked by outcome; 3.6% or so of the library scored in one or more.

SMILES | SENP7 inh | SENP8 block-1 | Apaf1 inhib | SENP8 block-2 | SENP1 FRET inh | A3G deaminase | UBC13 inh | SENP6 inh
CCN(CC)CCN(Cc1cc2cc(C)c(C)cc2[nH]c1=O)C(=S)NCc1ccco1 | 6.1 | -4.0 | 22.2 | -61.8 | -14.9 | 1.5 | 13.1 | 24.5
NC(=O)CSc1nc2c(sc(=S)n2-c2ccccc2)c(=O)[nH]1 | 2.3 | 4.8 | 8.9 | 14.9 | 3.3 | 3.2 | -4.7 | 11.0
CCN(CC)S(=O)(=O)c1ccc(NC(=O)c2ccc(Cl)nc2)cc1 | -0.1 | -3.4 | -9.3 | -3.5 | 2.9 | -5.1 | -5.2 | -11.3
CCOC(=O)N1CCC(N(CCOC)C(=S)Nc2cccc(SC)c2)CC1 | -3.5 | 1.8 | 11.1 | 10.8 | 3.1 | -0.2 | 8.0 | 1.7
O=C(Nc1ccccc1)NC1(C(=O)N2CCC(O)CC2)CCCCC1 | -1.7 | -7.1 | 1.5 | 10.2 | 1.6 | -2.4 | -6.7 | -8.2
CCOCC(=O)Nc1c(C(=O)N2CCN(c3ncccn3)CC2)oc2ccccc12 | -4.8 | 4.0 | 1.1 | 1.0 | 1.8 | -5.5 | 0.8 | 15.6
O=C1CC(N2CCN(c3ccc(Cl)c(Cl)c3)CC2)C(=O)N1 (configuration not stated) | -5.0 | -16.0 | -2.4 | 12.9 | 0.4 | -2.9 | -3.6 | -9.6
COC(=O)c1c(C)[nH]c(C(=O)COC(=O)c2c(C)noc2C)c1C | -4.4 | 8.5 | -9.1 | -14.3 | -0.8 | -6.2 | 12.8 | -6.9
Cn1c(NC(=O)C2CC2)cc(=O)n(C)c1=O | 7.7 | 5.5 | -1.2 | 6.9 | 3.6 | -5.4 | 2.1 | -5.9
CCC(=O)N1c2ccc(S(=O)(=O)N3CCCCC3)cc2CC1C (configuration not stated) | -14.8 | -13.9 | 14.8 | 3.7 | 2.2 | 0.8 | -6.1 | -7.9
Cc1ccc2c(CC(=O)N3CCN(S(=O)(=O)c4cccs4)CC3)coc2c1 | -8.1 | -2.8 | -1.9 | 14.9 | 0.1 | -6.7 | -2.2 | -2.5
CC(=O)N1CCCN(C(=O)c2ccc3nc(Cc4ccccc4F)oc3c2)CC1 | -10.7 | -2.4 | -1.1 | 7.5 | 1.6 | -4.8 | 6.9 | -7.3
COc1ccc(NS(=O)(=O)c2csc(C(=O)Nc3ccccc3)c2)cc1 | 3.5 | 0.8 | 8.6 | 13.4 | 1.1 | -7.3 | -4.1 | 13.5
CCN(CC)CCNC(=O)c1[nH]c2ccc(OCc3ccccc3)cc2c1C | 3.5 | -17.3 | -6.7 | -386.2 | 0.1 | -4.9 | 32.3 | -16.7
COC(=O)c1cn(NC(=O)c2cc([N+](=O)[O-])ccc2F)c(=O)c2ccccc12 | 5.0 | 5.7 | 0.7 | -31.4 | 3.0 | -1.2 | 15.3 | 23.5
Clc1ccc(/C=C/c2ncc[nH]2)c(Cl)c1 | -3.0 | -0.6 | 5.4 | -296.0 | 0.5 | -6.5 | 2.6 | -3.9
CCOCCCNC(=O)C1CC(=O)N(CCc2ccc(C)cc2)C1 (configuration not stated) | -7.4 | -8.7 | 4.7 | 16.6 | 0.0 | -9.5 | 1.0 | -37.8
COc1ccc(CCN(C(=O)COc2ccccc2)c2nc(-c3ccccc3)cs2)cc1OC | -2.8 | -6.6 | 6.3 | 6.1 | -0.1 | -2.1 | -0.2 | 4.4
Cc1cc(OCC(=O)Nc2ccc(N3CCN(C(=O)c4ccco4)CC3)cc2)cc(C)c1Cl | 9.4 | 6.2 | 13.8 | 14.3 | 2.5 | 2.7 | 2.1 | -6.7
O=C(Nc1ccc(Br)cn1)c1ccc2nccnc2c1 | -2.1 | -4.7 | -6.1 | -8.1 | -14.9 | -2.2 | -14.5 | 19.2
Cc1ccc(C2NC(=O)CCC2[N+](=O)[O-])cc1 (configuration not stated) | 7.9 | -1.1 | 16.7 | 11.2 | 0.9 | -0.5 | 5.9 | -12.8
CCOc1ccc(NC(=O)CSc2nnc(C3CC3)n2C)cc1 | -4.8 | 2.0 | -9.4 | 3.8 | 1.4 | -2.6 | -0.5 | -15.5
Cc1ccccc1CN(c1ccc(C(=O)NCC2CCCO2)cc1)S(C)(=O)=O (configuration not stated) | 6.6 | 8.7 | 2.7 | 20.2 | 2.3 | 0.7 | -6.9 | 8.2
CC1CCCCN1C(=O)CSc1nnc2c(n1)[nH]c1ccccc12 (configuration not stated) | 0.8 | 0.3 | -1.3 | 1.1 | 0.1 | -11.1 | -4.2 | 20.6
Cc1cc(/C=C2\SC(=S)N(C)C2=O)c(C)n1-c1ccccc1O | 76.6* | 69.8* | -2.6 | -0.7 | -32.6 | -4.7 | -54.3 | 87.4*

Record cards, from the list above. Order of screens: SENP7 inh	SENP8 block-1	Apaf1 inhib	SENP8 block-2	SENP1 FRET inh	A3G deaminase	UBC13 inh	SENP6 inh
CC1CCCCN1C(=O)CSc1nnc2c(n1)[nH]c1ccccc12 (configuration not stated) is listed as 0.8	0.3	-1.3	1.1	0.1	-11.1	-4.2	20.6
CCC(=O)N1c2ccc(S(=O)(=O)N3CCCCC3)cc2CC1C (configuration not stated) is listed as -14.8	-13.9	14.8	3.7	2.2	0.8	-6.1	-7.9
Clc1ccc(/C=C/c2ncc[nH]2)c(Cl)c1 is listed as -3.0	-0.6	5.4	-296.0	0.5	-6.5	2.6	-3.9
COC(=O)c1c(C)[nH]c(C(=O)COC(=O)c2c(C)noc2C)c1C is listed as -4.4	8.5	-9.1	-14.3	-0.8	-6.2	12.8	-6.9

Continued.
SMILES | SENP7 inh | SENP8 block-1 | Apaf1 inhib | SENP8 block-2 | SENP1 FRET inh | A3G deaminase | UBC13 inh | SENP6 inh
C/C(CC(=O)Nc1ccccn1)=N\NC(=O)c1cnccn1 | 5.9 | 2.2 | -6.9 | -5.9 | -2.1 | -6.1 | 7.4 | -23.6
O=C1CC(c2ccccc2)CC(O)=C1C=Nc1cccc(Cl)c1 (configuration not stated) | -22.4 | -38.1 | 0.5 | -34.8 | -3.1 | -1.0 | -9.9 | -54.4
COc1ccc(SCCN2CC[C@@H](C)CCC2=O)cc1 | 2.5 | -3.4 | 3.8 | 10.4 | 1.8 | -12.4 | 22.3 | -9.7
O=C(CN1CCCCC1)Nc1cc(S(=O)(=O)N2CCOCC2)ccc1N1CCCC1 | -5.2 | -12.1 | 2.3 | 6.1 | -3.0 | -7.9 | -14.2 | -12.0
O=C(Cn1c(C(F)(F)F)nc2ccccc21)Nc1ccccc1N1CCOCC1 | 3.4 | 9.5 | -17.3 | 19.0 | 1.1 | -4.7 | 1.0 | 0.1
O=c1c2c3c(sc2nc2n1CCCCC2)C(O)CCC3 (configuration not stated) | -2.5 | 9.5 | -2.4 | 16.5 | -0.1 | -0.6 | 27.6 | -14.3
NC(=O)NC(CC(=O)NCCc1ccccn1)c1ccccc1Cl (configuration not stated) | -0.3 | -0.1 | -12.0 | 8.9 | 0.6 | -2.2 | -0.5 | -11.9
CCC(Oc1ccc(C)cc1)C(=O)Nc1ccccc1C(=O)N1CCOCC1 (configuration not stated) | -2.4 | 6.0 | -13.9 | 2.4 | 6.0 | -9.7 | -0.2 | 5.3
Cn1c(=O)[nH]c(=O)c2c1nc(SCC(O)CO)n2CCCc1ccccc1 (configuration not stated) | -1.2 | -4.8 | 1.1 | 11.3 | 1.2 | 8.4 | -8.4 | 13.1
CC(C)(C)OC(=O)N1CCN(C(=O)c2nc[nH]c2C(=O)N2CCN(C(=O)OC(C)(C)C)CC2)CC1 | 8.9 | -5.0 | 1.9 | 10.4 | 1.1 | -10.1 | -9.8 | -1.4
O=C1CC(C(F)(F)C(F)(F)C(F)(F)C(F)(F)F)=Nc2ccccc2N1 | 11.0 | 0.5 | 1.2 | 19.7 | -0.3 | -5.4 | -5.9 | -4.0
Cc1cc(C)c[n+](CC(=O)c2ccc(-c3ccccc3)cc2)c1 | -2.8 | -5.1 | 5.0 | -13.1 | 0.3 | 0.4 | -4.9 | -22.0
CC(C)C(O)(C#CCN1CCCCC1)c1ccccc1 (configuration not stated) | 9.1 | -5.1 | -4.2 | 12.8 | 2.7 | 6.2 | -3.4 | -19.0
Cc1cc([N+](=O)[O-])ccc1NC(=O)CCC(=O)N1CCCCCC1 | -4.0 | 0.4 | 3.3 | 2.2 | 0.8 | -6.1 | -3.3 | -7.5
O=C(O/N=C1\C(=O)N(c2ccccc2)c2ccccc21)C1CC1 | 6.5 | -8.4 | 0.0 | 21.1 | 2.5 | -4.5 | -10.0 | -9.2
COCCNC(=O)CSc1nc2cc(OC)c(OC)cc2c(=O)n1Cc1ccc(OC)cc1 | 3.8 | -6.5 | 3.8 | 2.4 | 1.6 | -6.8 | -10.6 | -5.8
COc1ccc(OC)c(-c2csc(NC(=O)Cc3ccc(OC)c(OC)c3)n2)c1 | 1.9 | -2.0 | 15.8 | 8.3 | 1.8 | -0.6 | 9.5 | -3.8
CC(OC(=O)c1cc(=O)[nH]c2ccccc12)C(=O)NC1CCCC1 (configuration not stated) | 6.1 | 7.8 | 2.3 | -271.2 | 5.7 | 0.5 | 4.2 | 11.4
NS(=O)(=O)c1cccc(NC(=O)c2ccccc2NS(=O)(=O)c2ccc(F)cc2)c1 | 7.5 | 2.8 | 2.1 | -302.3 | -4.9 | 4.5 | 9.6 | 1.9
CCCCOC(=O)n1c(=O)oc2ccccc21 | 2.8 | -8.6 | -3.1 | 18.9 | 5.2 | -2.5 | 3.2 | 0.8
O=C(CN1C(=O)NC2(CCOc3ccccc32)C1=O)NCC(F)(F)F (configuration not stated) | 5.9 | -4.5 | 4.7 | 5.3 | 0.4 | -3.1 | -4.3 | -7.1
O=C(N/N=C/c1ccc2c(c1)OCO2)C(=O)Nc1ccc2ccccc2c1 | -11.4 | -3.1 | 4.2 | / | / | -3.7 | -39.1 | -15.7
CCn1cc(S(=O)(=O)N2CCN(Cc3ccc(F)cc3)CC2)cn1 | -4.2 | 4.1 | 1.3 | 22.9 | 0.2 | -2.6 | 6.1 | 0.4
O=C1CC(N2CCN(c3ccccn3)CC2)C(=O)N1c1ccc(Cl)cc1 (configuration not stated) | -9.2 | -9.6 | 12.4 | 2.1 | 1.9 | -11.5 | -1.8 | 6.5
CCOc1cc(/C=N/n2cnnc2)ccc1OS(=O)(=O)c1ccccc1 | -3.7 | -3.4 | -4.8 | 1.5 | 2.2 | -0.5 | 6.1 | -4.7
CCOCCCNC(=O)C1CCN(Cc2ccc(OCc3ccccc3)c(OC)c2)CC1 | 1.0 | -8.9 | -14.5 | 2.1 | -2.2 | -2.3 | 0.7 | 6.9
O=S1(=O)N=C(N2CCc3ccccc3C2)c2ccccc21 | 6.4 | 0.0 | 5.2 | 13.2 | -1.4 | -6.4 | 7.4 | -5.6
COc1ccc(-c2csc(NC(=O)c3cccc(N4C(=O)CCC4=O)c3)n2)cc1OC | -1.1 | 5.8 | -7.1 | -49.3 | -1.2 | -3.5 | 21.4 | 1.0
O=C(Nc1nc2ccccc2s1)C1CC(=O)N(c2ccc(Br)cc2)C1 (configuration not stated) | 6.4 | -1.4 | 16.6 | 6.7 | 0.9 | -3.8 | 17.0 | -4.0
CC(=O)Nc1cc2c(cc1Br)OCCO2 | -6.6 | -6.8 | 0.6 | 47.1* | 0.4 | -8.7 | 4.9 | -7.4

Two entries drawn at random from those above, as already listed:
SMILES | SENP7 inh | SENP8 block-1 | Apaf1 inhib | SENP8 block-2 | SENP1 FRET inh | A3G deaminase | UBC13 inh | SENP6 inh
CC(C)(C)OC(=O)N1CCN(C(=O)c2nc[nH]c2C(=O)N2CCN(C(=O)OC(C)(C)C)CC2)CC1 | 8.9 | -5.0 | 1.9 | 10.4 | 1.1 | -10.1 | -9.8 | -1.4
O=C1CC(c2ccccc2)CC(O)=C1C=Nc1cccc(Cl)c1 (configuration not stated) | -22.4 | -38.1 | 0.5 | -34.8 | -3.1 | -1.0 | -9.9 | -54.4

Screening data from PubChem.
